# D1 potentiator: potentiators of human D1 dopamine receptor; AID 504651; 360,000 compounds, 0.036% hits; P21728; HEK293 TREx D1 cells, calcium flux, dopamine EC20 potentiation; potentiation, % at 10 µM; in the data active = potentiation above about 30%; note: 0% is about no effect
# RXFP1 agonist: agonists of human relaxin receptor RXFP1; Q9HBX9; HEK293T-RXFP1 cAMP TR-FRET, 30 min; response scale: percent of porcine relaxin response, buffer zero; Potency, µM (titrated, usually from 57.5 µM), without a hit: at the highest dose activation, hits mostly activators; 370,000 compounds, 0.3% hits; AID 2676; note: potency is the fitted concentration of half-maximal effect; % is set by controls: 0 for no effect and ±100 for the full control effect; nearly all actives have a fitted effect of over 60% in size; many of its hits are not listed in these tables
# Target sequence (Q9HBX9 whole entry, looked up): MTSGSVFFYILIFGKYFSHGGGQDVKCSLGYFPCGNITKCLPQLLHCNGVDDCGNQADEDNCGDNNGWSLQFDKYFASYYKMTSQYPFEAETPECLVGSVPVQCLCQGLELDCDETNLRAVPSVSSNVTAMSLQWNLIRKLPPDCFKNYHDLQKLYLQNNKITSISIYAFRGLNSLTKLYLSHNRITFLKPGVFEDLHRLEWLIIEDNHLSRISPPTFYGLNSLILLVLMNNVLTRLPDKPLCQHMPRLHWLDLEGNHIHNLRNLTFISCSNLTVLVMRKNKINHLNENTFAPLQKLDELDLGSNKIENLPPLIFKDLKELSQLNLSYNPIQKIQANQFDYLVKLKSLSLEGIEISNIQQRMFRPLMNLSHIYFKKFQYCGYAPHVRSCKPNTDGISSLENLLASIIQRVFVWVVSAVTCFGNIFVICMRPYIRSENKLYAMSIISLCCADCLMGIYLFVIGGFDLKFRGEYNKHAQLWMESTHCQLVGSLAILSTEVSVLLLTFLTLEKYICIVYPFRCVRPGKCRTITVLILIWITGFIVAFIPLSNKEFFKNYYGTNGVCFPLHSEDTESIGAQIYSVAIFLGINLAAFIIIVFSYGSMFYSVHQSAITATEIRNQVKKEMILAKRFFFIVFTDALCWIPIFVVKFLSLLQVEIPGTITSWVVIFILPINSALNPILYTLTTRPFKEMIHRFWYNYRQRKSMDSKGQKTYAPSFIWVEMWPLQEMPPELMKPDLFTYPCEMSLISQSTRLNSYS
#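 HEK293 cells stably expressing RXFP1, treated 30 min at 37C with compounds plus PDE4 inhibitor Ro 20174; cAMP measured by HTRF TR-FRET. Normalized to buffer and 29 nM porcine relaxin; EC50 by Hill fit.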
# TRHR PAM: TRH receptor (human) allosteric enhancement | P34981 | TRHR cells, fluo-8 calcium fluorescence, EC20 TRH enhancement | enhancement, % at 2 µM | 360,000 compounds, 0.66% hits; in the data active = enhancement above about 30%; note: 0% is about no effect
#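 Enhancer read-out: after compound pinning and an initial kinetic agonist-mode read, an EC20 of TRH (10 nM final) was injected and fluo-8 calcium signal (Ex 480/Em 530) followed at 1 s/cycle for 100 cycles in TRHR-expressing cells.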
# D1 ag: activates the human D1 dopamine receptor; P21728; HEK293 T-REx D1 cells, calcium flux, agonist mode; activation, % at 2 µM; 360,000 compounds, 1% hits; AID 504660; in the data active = activation above about 30%; note: 0% is about no effect
#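 Inducible HEK293 T-REx D1 cells, force-coupled to calcium signalling, were plated at 4000 cells/well with tetracycline and held overnight at 30 C. After no-wash calcium dye loading, compound-evoked calcium rise over 180 s flagged agonists.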
# Anesthetic bind: candidate novel general anesthetic via apoferritin binding. P02791. apoferritin/1-aminoanthracene competitive binding, fluorescence. Potency, µM (series often up to 77.5 µM), for inactives: top-dose activity change, negative = displacement, most hits filed as inhibitors. 350,000 compounds, 0.074% hits; note: potency is the fitted concentration of half-maximal effect; % is set by controls: 0 for no effect and ±100 for the full control effect; nearly all actives have a fitted effect of over 20% in size
# Target sequence (P02791 2-175 limits assumed): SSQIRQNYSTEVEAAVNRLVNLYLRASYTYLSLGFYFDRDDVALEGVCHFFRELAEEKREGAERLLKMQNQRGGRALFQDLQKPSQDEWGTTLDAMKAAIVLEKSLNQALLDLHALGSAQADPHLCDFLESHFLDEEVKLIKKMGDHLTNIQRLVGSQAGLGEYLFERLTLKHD
#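 Concentration-response curves derived by four-parameter Hill fitting of normalized fluorescence, where compounds displaced 1-AMA from 10 uM horse apoferritin following a brief 10 min room-temperature incubation; propofol titration acted as positive control.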
# TRHR agonist: agonists of human TRH receptor; P34981; TRHR cells, calcium flux fluo-8, FDSS agonist mode; activation, % at 2 µM; 360,000 compounds, 0.18% hits; AID 493084; in the data active = activation above about 30%; note: 0% is about no effect
#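 TRHR-expressing cells loaded with fluo-8 calcium dye; 23 nL library compound pin-transferred, kinetic FDSS fluorescence (Ex 480/Em 530) recorded about 180 s for agonist-induced calcium release, before a 10 nM TRH EC20 addition for potentiator mode.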
# RXFP1 antag: antagonists of human relaxin receptor RXFP1; Q9HBX9; HEK293-RXFP1, relaxin-stimulated cAMP HTRF, 30 min; stronger effect = lower value; activity change, negative = inhibition, % at 57.5 µM; 350,000 compounds, 0.59% hits; AID 1259400;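 active = activity change of -60% or lower, but not beyond a set lower limit; inconclusive = change between -60% and -40%, or beyond the set limit; inactive = change above -40%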; note: % is set by controls: 0 for no effect and ±100 for the full control effect
# D2 potentiator: positive allosteric modulators of human D2 dopamine receptor | HEK293 T-REx D2, calcium flux, EC20 dopamine potentiation | potentiation, % at 10 µM | P14416 | 340,000 compounds, 0.34% hits;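 active = potentiation over 3 SD above the plate norm, cut at about 30% in these data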; note: 0% is about no effect
#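 Potentiation of an EC20 dopamine calcium response measured kinetically over 180 s, after a preceding 180 s compound-only read flagging agonists. Cells: inducible Hek293 Trex D2 line, 4000/well, cultured overnight at 30 C before dye loading.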
# D1 antagonist: blocks dopamine activation of the human D1 receptor | P21728 | HEK293 TREx D1 cells, calcium flux, dopamine EC80; stronger effect = lower value | activity change, negative = inhibition, % at 10 µM | 360,000 compounds, 3.2% hits | AID 504652; in the data active = activity change below about -30%; note: % is set by controls: 0 for no effect and ±100 for the full control effect
#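 Allosteric or orthosteric antagonism assessed as attenuation of the calcium response to EC80 dopamine, added 180 s after compound, in induced HEK293 Trex D1 cells loaded with no-wash calcium dye.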
# Active calls of the source: *; ? = inconclusive; . = no result given; & = joins results of further samples; [ ] = dose if it differs, or a comment. Unless noted, calls come from the whole dose curve; as a rule, active = well fitted curve in the direction sought with a large enough effect; inconclusive = small, poorly fitted or top-dose-only effect, or another doubt; inactive = no such curve, though single readings can be large; an effect the other way counts as inactive or inconclusive.
# Every second line gives: D1 potentiator	RXFP1 agonist	TRHR PAM	D1 ag	Anesthetic bind	TRHR agonist	RXFP1 antag	D2 potentiator	D1 antagonist
1	Cc1n[nH]c(C)c1S(=O)(=O)N(CC(=O)NC1CCCC1)c1ccc(C(C)C)cc1
  -3	3.1%	-4	2	-15%	-0.2	.	-14	3
2	CCOc1ccc(/C=C2\SC(=S)NC2=O)cc1OC
  0	1.1%	-3	1	-21%	0.4	-73*	10	-10
3	CCc1cc2ccc(C)c(C)c2nc1SCC(=O)NNC(=O)c1ccco1
  .	6.1%	-3	2	-6%	-1.1	-14	22	-1
4	CNc1nc(C)c(C#N)c(-c2ccccc2)c1C(C)=O
  -3	0.6%	3	1	?	-1.1	2	13	-13
5	O=C(CCC(=O)N1CCOc2ccccc21)Nc1ccc(F)cc1F
  -4	-0.5%	-1	0	-16%	0.1	-2	-17	-3
6	CCN(CC)C(=O)C1CCCN(c2ccc([N+](=O)[O-])cc2/C=N/NC(=O)c2cccc(Br)c2)C1 (configuration not stated)
  4	-1.6%	11	13	-24%	0.3	-7	21	-6
7	O=C(Cc1c(F)cccc1Cl)Nc1ccon1
  -2	1.7%	-3	3	-2%	-0.7	9	-3	-10
8	CCN(CC(=O)Nc1ccc(OC)c(OC)c1)CC(=O)Nc1ccccc1C(F)(F)F
  -1	-2.8%	6	1	6%	0.0	-3	-2	-4
9	COC(=O)CC1C(=O)NCCN1C(=O)OC(C)(C)C (configuration not stated)
  2	1.1%	-1	2	-3%	1.2	0	2	-4
10	COC(=O)c1ccc(NC(=O)CSc2n[nH]c(-c3ccncc3)n2)cc1
  -13	-0.4%	-10	1	-4%	0.3	-9	-3	3
11	CCOC(=O)c1cnc2ccc(OCC)cc2c1NCCCN1CCOCC1
  -7	7.2%	-5	1	8%	0.0	-5	11	-5
12	Cc1ccc(NC(=O)CCNS(=O)(=O)c2ccc3c(c2)oc(=O)n3C)cc1C
  4	0.7%	-1	2	-9%	-0.4	-7	-3	0
13	Cc1cc(C)n(Cc2ccc(C(=O)N/N=C/c3ccc(-c4ccc([N+](=O)[O-])cc4)o3)o2)n1
  -4	9.4%	-6	4	-20%	2.6	-29	-2	14
14	COC(=O)C(C)n1nnc2sc(-c3ccccc3)cc2c1=O (configuration not stated)
  -10&-4	0.4%&1.4%	-5&-1	19&4	-8%&66%	-0.5&1.8	2&-7	-3&0	-20&-20
15	O=C(Nc1ccc(Cl)cc1)c1ccc(-c2ccccn2)s1
  4	8.8%	-2	2	-3%	0.6	-12	.	-23
16	c1ccc(Cn2nnnc2C(c2ccccn2)N2CCOCC2)cc1 (configuration not stated)
  0	0.2%	3	1	-1%	-0.3	-18	-2	5
17	CC1CCCCC1NC(=O)C1CCN(S(=O)(=O)c2cccc3nsnc23)CC1 (configuration not stated)
  -1	-0.9%	-4	1	-12%	0.0	10	5	4
18	CC(C)NC(=O)c1ccc(Cn2c(=O)c3cccn3c3cccnc32)cc1
  -2	0.7%	3	1	5%	0.5	0	2	5
19	COc1cccc(C(c2c(N)[nH]c(=S)[nH]c2=O)c2c(N)[nH]c(=S)[nH]c2=O)c1
  0	-3.0%	2	2	3%	0.1	-39	6	7
20	CCOCCCNc1nc2c(c(=O)[nH]c(=O)n2C)n1CCCc1ccccc1
  -5	-1.4%	4	0	8%	-0.6	-5	.	3
21	O=C(COC(=O)c1ccc(Cl)c(S(=O)(=O)NCc2ccccc2)c1)NC1CC1
  4	2.1%	-9	0	.	-0.6	-4	-11	4
22	O=C(CCc1ccccc1)Nc1cccnc1Cl
  -4	3.7%	5	1	-15%	0.0	4	-2	13
23	COc1ccc(S(=O)(=O)N2CCCC(N(C)CCc3ccccc3)C2)cc1OC (configuration not stated)
  -11	-3.6%	2	-3	-4%	0.4	-2	-5	-20
24	CCc1nc2oc3cc(OC)ccc3c(=O)c2c(=O)n1Cc1ccccc1
  5	3.6%	-10	0	?	-0.5	13	-2	-8
25	Cc1ccc(NC(=O)CN(C)CC(=O)Nc2ccccc2Oc2ccccc2)cc1
  -2	2.4%	5	-1	-11%	0.1	-16	19	-6
26	CCOc1cc(/C=N\NC(=O)OC)ccc1OC(=O)c1ccco1
  -2	6.1%	-2	-3	-12%	-0.5	-64*	3	31
27	Cc1cc(-c2c(C)n([O-])c(C)c(C)[n+]2=O)ccc1F
  1	0.0%	6	3	-9%	0.5	9	18	32
28	Cc1[nH]c(=O)[nH]c(=O)c1S(=O)(=O)N1c2ccc(F)cc2CCC1C (configuration not stated)
  -3	-0.8%	13	0	1%	-1.4	4	16	4
29	Cc1cc(C)cc(N2C(=O)CC(Sc3nnnn3-c3ccccc3)C2=O)c1 (configuration not stated)
  -5	8.5%	2	4	-7%	1.5	13	2	3
30	Cc1ccc2cc(C)c(N3CCN(c4ccc(F)cc4)CC3)nc2c1
  -5	3.9%	-9	5	-10%	0.1	5	0	-5

# 3 of the compounds above, with tabs:
cpd	compound	D1 potentiator	RXFP1 agonist	TRHR PAM	D1 ag	Anesthetic bind	TRHR agonist	RXFP1 antag	D2 potentiator	D1 antagonist
5	O=C(CCC(=O)N1CCOc2ccccc21)Nc1ccc(F)cc1F	-4	-0.5%	-1	0	-16%	0.1	-2	-17	-3
7	O=C(Cc1c(F)cccc1Cl)Nc1ccon1	-2	1.7%	-3	3	-2%	-0.7	9	-3	-10
28	Cc1[nH]c(=O)[nH]c(=O)c1S(=O)(=O)N1c2ccc(F)cc2CCC1C (configuration not stated)	-3	-0.8%	13	0	1%	-1.4	4	16	4

# Next entries:
# Every second line gives: D1 potentiator	RXFP1 agonist	TRHR PAM	D1 ag	Anesthetic bind	TRHR agonist	RXFP1 antag	D2 potentiator	D1 antagonist
31	O=C(COc1coc(CN2CCc3ccccc3C2)cc1=O)Nc1cccc([N+](=O)[O-])c1
  -4	1.2%	-3	6	.	0.0	-24	-6	-10
32	COc1cc2c(cc1OC)C1O[C@](c3ccsc3)(C2)Oc2c1c(=O)oc1ccc(F)cc21
  -6	2.4%[11.5 µM]	18	2	?	0.6	.	.	-26
33	CN(C)S(=O)(=O)Oc1cccc(C(=O)Nc2ccc([N+](=O)[O-])cc2)c1
  -1	0.9%	-4	27	-7%	0.3	-33	0	-3
34	CCn1c(CNC(=O)c2ccco2)nnc1SCC(=O)Nc1cc(F)ccc1C
  .	1.6%	11	3	-6%	-0.8	23	-1	-6
35	CCN(CC)CCCN1C(=O)C(=O)/C(=C(/O)c2ccc(Cl)cc2)C1c1ccccn1 (configuration not stated)
  0	0.1%	-2	3	-13%	0.0	11	-14	11
36	N#Cc1c(N2CCCC(O)C2)nc(N)c2c(N)nc3c(c12)CC(=O)N3C12CC3CC(CC(C3)C1)C2 (configuration not stated)
  -8	0.3%	7	6	?	-0.3	0	8	-11
37	Cc1ccc(-c2cc(C(F)F)n3ncc(C(=O)N4CCN5CCCC5C4)c3n2)cc1 (configuration not stated)
  -4	-1.6%	11	0	-10%	-2.2	4	-26	-1
38	COc1ccc(Cl)cc1NC(=O)CN1CCc2ccccc2C1
  1	-0.2%	-5	3	9%	0.0	-2	-11	3
39	COc1ccc(C(=O)N2CCCCC2C(=O)Nc2ccc(-n3nc(C)cc3C)cc2)o1 (configuration not stated)
  -8	0.5%	5	2	8%	-0.4	-17	-4	-16
40	O=C(Nc1ccccc1)NC1CCCCNC1=O (configuration not stated)
  1	-1.5%	6	2	4%	-0.5	-9	0	16
41	Cc1cc(NC(=O)c2ccc3c(c2)C(=O)N(Cc2cccnc2)C3=O)no1
  0	0.6%	6	1	30%[activator]	-0.9	4	24	-13
42	Cc1ccc(N2CCN(C(=S)Nc3ccccc3C)CC2)cc1
  -5	0.5%	-1	0	-8%	0.2	0	-4	1
43	CC(=O)N(CCc1ccccc1)Cc1cc2cc(C)ccc2[nH]c1=O
  0	0.8%	-2	3	-7%	1.2	-10	-15	25
44	O=C(c1cc2cc(Br)ccc2o1)N1CCCC1
  -2	3.3%	4	-1	-11%	-0.9	-21	6	-12
45	O=C(Nc1cccc(Cl)c1)Nc1nc(-c2ccccc2)cs1
  -5	1.6%	14	14	-1%	2.3	-2	.	-27
46	CC(C)CC(N=C1NC(C)(C)Cc2ccccc21)C(=O)O (configuration not stated)
  10	0.4%	-5	2	-6%	-0.7	-1	-7	-15
47	CC(=O)Nc1ccc(CN2CCN(CCC(C)C)C(CCO)C2)cc1 (configuration not stated)
  -6	-0.1%	-4	0	-4%	2.1	9	-4	-11
48	Cc1cc(C)n(-c2nnc3c4ccccc4n(C)c3n2)n1
  1	8.1%	-4	2	-7%	-0.8	-4	6	-21
49	COc1ccc(Br)cc1C(=O)Nc1ccc(NC(=O)c2ccco2)cc1
  -4	13%	1	5	249%[activator]	-1.2	-22	.	-8
50	Cc1nc2ccccc2c(=O)n1NC(=O)COc1ccccc1
  -5	2.4%	-3	0	-6%	0.3	-20	-3	-9
51	N/C(=N\OC(=O)Cc1ccccc1[N+](=O)[O-])c1ccncc1
  -2	1.3%	4	4	-7%	0.1	4	8	1
52	CCN1C(=O)/C(=C\c2ccc(F)cc2)N=C1SCC(=O)NCc1ccco1
  -6	-0.1%	7	0	-1%	-0.1	3	-4	-5
53	CN(C(=O)c1ccccc1C(=O)OCC(=O)c1ccc(F)cc1)c1ccccc1
  -10	-0.3%	-5	0	.	-0.5	9	-8	-11
54	O=S(=O)(N/N=C\c1ccc(-c2ccccc2Cl)o1)c1ccccc1
  0	-1.0%	7	3	-5%	-0.7	-2	13	-5
55	CCOC(=O)c1cc(C)n(-c2c(C)n(C)n(-c3ccccc3)c2=O)c1C
  2	-1.2%	3	2	6%	1.1	0	.	29
56	CCOc1ccccc1N(C)C(=O)CCS(=O)(=O)c1ccc2c(c1)NC(=O)C(C)S2 (configuration not stated)
  -4	0.1%	-2	0	-22%	-0.2	-18	6	1
57	CCC(C(=O)NCCc1ccccc1OC)n1nc(C)c2c(C)n(-c3ccccc3)nc2c1=O (configuration not stated)
  -3	0.0%	-7	-1	-14%	-0.1	4	-3	-3
58	Cc1ccc(OCC(=O)N(C)CC(=O)Nc2ccc(Cl)c(C(F)(F)F)c2)c([N+](=O)[O-])n1
  2	-1.7%	-1	-2	.	-0.4	4	-9	12
59	Cc1cccc(C(=O)NC2CCN(S(=O)(=O)c3ccccc3F)CC2)c1
  -2	0.2%	0	2	2%	-0.2	-7	17	-7

# Screening results: PubChem, National Center for Advancing Translational Sciences (NCATS)

# An excerpt. The share of hits here may be higher or lower than overall.
